High-throughput results (PubChem)
Abeta rescue = compounds reversing amyloid beta toxicity in yeast; yeast expressing A-beta42, growth rescue, OD600, 48 h; response scale: 0% DMSO, 100% iron-clioquinol control; 410,000 tested, 0.063% active; AID 1347071; Potency, µM (titrated, usually from 46.1 µM), for inactives: at the highest dose growth rescue, usual class: activators; also: potency is read from the fitted curve at half-maximal effect; nearly all actives have a fitted effect of over 55% in size
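Yeast A-beta toxicity model in growth medium with pinned compounds, 48 h at 30 C; growth read as absorbance at 600 nm. Normalized to FeCl3/clioquinol equimolar mix (positive) and DMSO (negative).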
DRD3 antagonist = antagonists of human D3 dopamine receptor; max response, negative = inhibition, %; 360,000 tested, 2.5% active; P35462; D3R cells, DiscoveRx beta-arrestin luminescence, antagonist mode; stronger effect = lower value; in the data active = max response below about -50%; inconclusive = no clear call, values can overlap the other calls; also: % is scaled to controls: 0 for no effect and ±100 for the full control effect; mostly tested at two doses, the higher about 12 µM
Target sequence (P35462 whole entry, looked up): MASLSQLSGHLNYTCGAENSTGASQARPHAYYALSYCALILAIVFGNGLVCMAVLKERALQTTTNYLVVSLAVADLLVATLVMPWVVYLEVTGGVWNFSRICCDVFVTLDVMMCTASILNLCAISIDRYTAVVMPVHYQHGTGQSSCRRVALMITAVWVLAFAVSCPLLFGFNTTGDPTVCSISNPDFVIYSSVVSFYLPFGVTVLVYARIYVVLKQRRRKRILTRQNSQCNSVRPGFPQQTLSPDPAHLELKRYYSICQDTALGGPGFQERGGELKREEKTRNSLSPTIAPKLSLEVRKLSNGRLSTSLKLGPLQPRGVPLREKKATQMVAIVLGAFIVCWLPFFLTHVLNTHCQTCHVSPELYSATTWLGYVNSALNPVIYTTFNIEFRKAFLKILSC
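Cells plated overnight at 1500 cells/well, then exposed to library compounds with dopamine controls for 90 minutes at 37 degrees C. DiscoveRx reagent added for 30–60 minutes at room temperature; luminescence read, quantitative HTS format.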
EPAC2 ag = EPAC2 (human) agonism | EPAC2 activation, biochemical qHTS; response scale: 100% = 6.5 mM cAMP response | Potency, µM (highest dose often 154 µM), for inactives: at the top dose activation, usual class: activators | 360,000 tested, 0.079% active | AID 720711; also: potency is read from the fitted curve at half-maximal effect; nearly all actives have a fitted effect of over 50% in size
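EPAC2 (100 nM) mixed with Rap1B loaded with BODIPY-GDP (250 nM) plus 50 uM unlabeled GDP; compounds pinned in, 5 min RT, then read every 5 min for 30 min (ex 480, em 540 nm). Normalized to cAMP control.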
EPAC2 antagonist = antagonists of human EPAC2 | Q8WZA2 | EPAC2 GEF exchange of Rap1B-BODIPY-GDP, fluorescence | Potency, µM (series often up to 114 µM), for the others: at the highest dose activity, negative = inhibition, actives largely listed as inhibitors | 360,000 tested, 0.18% active; also: potency is read from the fitted curve at half-maximal effect; % is scaled to controls: 0 for no effect and ±100 for the full control effect; nearly all actives have a fitted effect of over 45% in size; many of its hits are not listed in these tables
aSyn rescue = inhibitors of alpha-synuclein toxicity in yeast | Yeast expressing alpha-synuclein, growth rescue, BacTiter-Glo, 24 h | Potency, µM (doses to about 46.1 µM), for the others: top-dose growth rescue (activation), usual class: activators | 370,000 tested, 0.14% active; also: potency is read from the fitted curve at half-maximal effect; % of control where 0% means no effect; nearly all actives have a fitted effect of over 65% in size
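Screening used galactose-induced yeast with toxic alpha-synuclein levels, exposed to compound for 24 hr at 30 deg C. Cell growth, read with BacTiter-Glo luminescence, gave the measured signal.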
FUS suppressor = suppressors of FUS proteinopathy in yeast; S. cerevisiae FUS-expressing, growth rescue, OD600, 24 h; Potency, µM (series often up to 76.6 µM), for inactives: top-dose growth rescue (activation), hits mostly activators; 390,000 tested, 0.24% active; AID 1347120;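 also: potency is read from the fitted curve at half-maximal effect; plate controls were DMSO vehicle for no effect and reference control for full effect; nearly all actives have a fitted effect of over 55% in size; some results filed as inactive show a strong effect at the top dose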
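Absorbance at 600 nm, taken 24hr after compound addition, measured rescue of FUS-yeast growth at 30C. Induction used 2% galactose with seeding at OD 0.005. Controls: CP55940 from 92uM final, DMSO only.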
TDP43 rescue = rescues yeast growth from TDP-43 toxicity. 410,000 tested, 1.8% active. TDP-43 expressing yeast growth rescue, BacTiter-Glo, 24 h. Potency, µM (top dose mostly 46.1 µM), inactives show at the highest dose growth rescue (activation), actives largely listed as activators; also: potency is read from the fitted curve at half-maximal effect; % of control where 0% means no effect; nearly all actives have a fitted effect of over 50% in size
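Luminescence from BacTiter-Glo reports growth of TDP-43-expressing yeast after 24 hr at 30 deg C with compound. Cells were raffinose-pregrown to mid-log, then seeded in galactose medium at OD600=0.02.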
DRD3 agonist = agonists of human D3 dopamine receptor | P35462 | D3R DiscoveRx beta-arrestin cells, luminescence, 90 min | max activation, % | 410,000 tested, 0.58% active | AID 652048; in the data active = max activation above about 30%; also: 0% is about no effect; mostly tested at two doses, the higher about 12 µM
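Cells at 1500/well, incubated overnight, then treated with pinned compounds (dopamine as control) for 90 min at 37 degrees C. DiscoveRx reagent added for 30 - 60 minutes at room temperature; luminescence read.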
Active calls of the source: *; ? = inconclusive; . = not tested or not shown; [ ] = dose if it differs, or a comment. Unless noted, calls follow the shape of the dose curve; as a rule, active = well fitted curve in the direction sought with a large enough effect; inconclusive = small, poorly fitted or top-dose-only effect, or another doubt; inactive = no such curve, though single readings can be large; an effect the other way counts as inactive or inconclusive. An excerpt. The share of hits here may be higher or lower than overall.

Codes – A = Abeta rescue; B = DRD3 antagonist; C = EPAC2 ag; D = EPAC2 antagonist; E = aSyn rescue; F = FUS suppressor; G = TDP43 rescue; H = DRD3 agonist
CCOC(=O)c1[nH]c(C)c(C(=O)NCc2ccccn2)c1C
  A: 3%	B: 14	C: -2%	D: 3%	E: 0%	F: 16%	G: -13%	H: 12

O=C(CCC(=O)N1CCOCC1)c1ccc(F)cc1
  A: 2%	B: 0	C: 3%	D: 16%	E: 1%	F: -19%	G: 15%	H: 1

COc1ccc(OCC(=O)Nc2cc(NC(=O)COc3ccc(OC)cc3)cc(C(=O)O)c2)cc1
  A: -2%	B: 72	C: -5%	D: -6%	E: 2%	F: -4%	G: 4%	H: 2

COc1ccc(NC(=O)CN(C)C(=O)c2ccc(N3CCCC3)c([N+](=O)[O-])c2)cc1
  A: 1%	B: -8	C: -3%	D: -11%	E: 4%	F: 16%	G: -2%	H: -13

COCCNC(=O)C(c1ccco1)N(C(=O)Cn1nnc2ccccc21)c1cccc(C)c1C (stereo not given)
  A: 1%	B: -8	C: -4%	D: 13%	E: -4%	F: 25%	G: -13%	H: -14

Cc1ccc(NC(=O)CC(C)CC(=O)NCc2ccccc2)cc1Cl (stereo not given)
  A: -15%	B: -13	C: 4%	D: 12%	E: 0%	F: -16%	G: -25%	H: 4

N#Cc1c(NC(=O)COC(=O)c2ccc(S(=O)(=O)N3CCCC3)cc2)sc2c1CCCCC2
  A: 11%	B: 9	C: 7%	D: 4%	E: 10%	F: 2%	G: -14%[9.22 µM]	H: 3

COc1cc(/C=N/S(=O)(=O)CCc2ccccc2)cc(OC)c1O
  A: 11%	B: 0	C: 20%	D: -20%	E: -7%	F: .	G: 2%	H: 9

C=CCNCc1cccn1-c1sc2c(c1C#N)CCCC2
  A: -9%	B: -6	C: 4%	D: 19%	E: -2%	F: 23%	G: 23%	H: -3

O=C(N/N=C/c1ccccc1O)C(=O)N1CCCCCC1
  A: 24%	B: 20	C: -4%	D: -3%	E: 22%	F: 5%	G: 2%	H: 1

O=S(=O)(Cc1ccc(Cl)cc1)Oc1ccc(Cl)cc1
  A: 16%	B: 5	C: 14%	D: -25%	E: -1%	F: 3%	G: -22%	H: -8

CSc1nsc(/C=C/Nc2cccc(Cl)c2)c1C#N
  A: 1%	B: ?	C: 0%[15.6 µM]	D: -23%	E: 4%	F: ?	G: 1%	H: 2

Cc1ccc2c(c1)N(C)/C(=C/c1cccc[n+]1C)S2
  A: -15%	B: -5	C: 12%	D: 9%	E: -7%	F: 6%	G: -16%	H: -3

COc1ccc(C2C(C#N)=C(SC)NC3=C2C(=O)CC(C)(C)C3)cc1 (stereo not given)
  A: -10%	B: -22	C: 8%	D: -3%	E: 3%	F: .	G: 9%	H: -3

COc1ccc(-c2sc3ccc(N4CCOCC4)cc3c2-c2ccc(O)cc2)cc1
  A: 0%	B: -3	C: -7%	D: 8%	E: -11%	F: -22%	G: 21%	H: 3

O=C(N/N=C/c1cc([N+](=O)[O-])ccc1O)C12CC3CC(CC(C3)C1)C2
  A: 17%	B: -93*	C: 14%	D: -6%	E: ?	F: -6%	G: 18%	H: -28

CCOC(=O)C1(Cc2ccc(OC)cc2)CCN(C(=O)C2CCCO2)CC1 (stereo not given)
  A: -6%	B: 5	C: -1%	D: -2%	E: -2%	F: 13%	G: 9%	H: 5

COc1ccc(/C=N/NC(=O)c2cc(C)oc2C)cc1OCc1ccccc1
  A: 19%	B: 9	C: 8%	D: -5%	E: -1%	F: 30%	G: -6%	H: 21

C[C@@H](NC(=O)[C@@H]1CCCN1C(=O)[C@@H]1CCCN1C(=O)OC(C)(C)C)c1ccccc1
  A: -7%	B: -18	C: 10%	D: 4%	E: -2%	F: -7%	G: 9%	H: -5

C/C(Nc1ccc(Cl)cc1)=C(/C#N)C(N)=O
  A: 6%	B: 14	C: 4%	D: 4%	E: 0%	F: -24%	G: 6%	H: 6

Cc1ccc(C(C(=O)NC2CCCCC2)N(C(=O)c2csnn2)C2CC2)o1 (stereo not given)
  A: 6%	B: -2	C: 2%	D: -3%	E: 2%	F: 3%	G: -1%	H: 3

Nc1cc(S(=O)(=O)O)cc2ccc(S(=O)(=O)O)cc12
  A: 7%	B: 2	C: 6%	D: 3%	E: 2%	F: 10%	G: -2%	H: 16

COc1ccc(-c2noc(CCC(=O)N(C)c3cccc(C)c3)n2)cc1
  A: -7%	B: -1	C: -7%	D: -3%	E: 1%	F: 24%	G: 24%	H: 2

Cc1cc(C(=O)O)n(C(C)(C)C)n1
  A: 5%	B: 6	C: 10%	D: 13%	E: 1%	F: -9%	G: -3%	H: 5

Cc1ccc2c(c1)C(=O)C(=O)N2Cc1ccc(OC(C)C)cc1
  A: -7%	B: .	C: .	D: .	E: .	F: 5%	G: 18%	H: -27

CC1(C(=O)NS(=O)(=O)c2ccccc2)CCN1C(=O)CC1CC1 (stereo not given)
  A: -8%	B: 14	C: -1%	D: -1%	E: -1%	F: -36%	G: 8%	H: 2
